From PubChem BioAssay
ALOX12 inhib – blocks human 12-lipoxygenase activity | P18054 | purified 12-hLO, xylenol orange hydroperoxide absorbance | Potency, µM (series often up to 57.1 µM), without a hit: at the highest dose activity change, negative = inhibition, usual class: inhibitors | 0.12% of 150,000 active; note: potency is the fitted concentration of half-maximal effect; nearly all actives have a fitted effect of over 55% in size; many of its hits are not listed in these tables
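Xylenol orange chromogenic assay: hydroperoxide from 12hLO oxidises Fe(II), giving red-shifted Fe(III)-XO absorbance. Conditions: 150 nM enzyme, 40 uM arachidonic acid, 25 mM Hepes pH 7.0, 0.01% Triton X-100, 30 min, room temperature.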
ALOX15B inhib – inhibitors of human 15-lipoxygenase 2 (ALOX15B) | Potency, µM (series often up to 57.1 µM), for inactives: top-dose activity change, negative = inhibition, usual class: inhibitors | AID 881 | O15296 | purified 15hLO-2, xylenol orange hydroperoxide absorbance | 0.56% of 110,000 active; note: potency is the fitted concentration of half-maximal effect; nearly all actives have a fitted effect of over 60% in size; many of its hits are not listed in these tables
Target sequence (O15296 whole entry, looked up): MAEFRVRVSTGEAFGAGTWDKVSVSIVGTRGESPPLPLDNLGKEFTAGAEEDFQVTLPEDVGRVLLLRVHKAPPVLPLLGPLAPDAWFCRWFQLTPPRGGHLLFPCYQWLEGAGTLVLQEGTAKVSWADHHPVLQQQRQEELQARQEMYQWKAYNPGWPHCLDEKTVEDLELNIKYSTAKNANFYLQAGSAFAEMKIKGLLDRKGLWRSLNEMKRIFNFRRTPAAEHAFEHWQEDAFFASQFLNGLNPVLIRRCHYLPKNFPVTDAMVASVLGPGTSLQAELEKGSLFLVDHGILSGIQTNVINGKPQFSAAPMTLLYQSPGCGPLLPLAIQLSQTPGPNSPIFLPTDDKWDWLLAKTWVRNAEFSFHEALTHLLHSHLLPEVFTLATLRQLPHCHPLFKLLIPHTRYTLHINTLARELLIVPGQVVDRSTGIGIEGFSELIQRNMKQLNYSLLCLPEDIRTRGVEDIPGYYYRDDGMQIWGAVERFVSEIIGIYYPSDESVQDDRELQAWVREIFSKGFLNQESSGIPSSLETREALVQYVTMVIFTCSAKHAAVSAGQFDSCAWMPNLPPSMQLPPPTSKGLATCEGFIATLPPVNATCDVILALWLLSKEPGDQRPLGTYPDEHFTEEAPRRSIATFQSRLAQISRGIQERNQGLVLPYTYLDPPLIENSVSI
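Enzyme 50 nM, AA 45 uM, 25 mM Hepes pH 7.5 + 0.01% Triton X-100; cpd preinc 15 min RT, rxn 90 min RT; stop/detect with 200 uM XO + 300 uM Fe(II) in 50 mM H2SO4, 30 min; A573/A405.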
PNC inhibitor – blocks assembly of the perinucleolar compartment; AID 2417; activity change (PNC), negative = inhibition, % at 10 µM; PC3M PTB-GFP, PNC prevalence imaging, 16 h; hits give low values; 3.1% of 140,000 active;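 active = readout at or below -70, meaning at least 70% loss of cells showing the perinucleolar compartment, a nuclear body marking cancer cells; inconclusive = readout between -30 and a set limit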;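 note: plate controls were DMSO wells for no effect and camptothecin positive control wells for full effect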
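PC3M cells stably expressing PTB-GFP, 750–1000 cells/well, treated 16 h at 37 °C with compound (23 nl of library stock), in duplicate. After paraformaldehyde fixation and Hoechst stain, imaged at 20x; PNC prevalence scored by image analysis.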
IMPase inh – IMPase inhibition in cells; P97697; CHO-M1 cells, IP1 accumulation, HTRF TR-FRET ratio; inhibition (IP1 accumulation), % at 46.1 µM; 120,000 tested, under 10 active; active = well fitted curve in the direction sought with a large enough effect in the signal ratio, not every such curve was filed as active; inconclusive = small, poorly fitted or top-dose-only effect, or a change in a side signal; inactive = no such curve, though single readings can be large or run the other way; the % refers to the signal ratio;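 note: cells stimulated with carbachol in lithium chloride buffer; plate controls were DMSO basal wells for no effect and reference inhibitor wells for full effect; higher means more IMPase inhibition seen as more IP1 and lower FRET ratio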
Target sequence (P97697 whole entry, looked up): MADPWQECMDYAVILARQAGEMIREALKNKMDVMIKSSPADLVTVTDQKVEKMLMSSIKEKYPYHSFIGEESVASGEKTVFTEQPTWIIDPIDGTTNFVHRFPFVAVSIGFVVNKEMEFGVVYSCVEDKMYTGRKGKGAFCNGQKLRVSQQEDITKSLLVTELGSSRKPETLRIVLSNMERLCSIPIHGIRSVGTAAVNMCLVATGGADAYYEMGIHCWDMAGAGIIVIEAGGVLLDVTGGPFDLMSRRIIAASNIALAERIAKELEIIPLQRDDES
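Seeded CHO-M1 cells were dosed with compound at up to 46 uM, stimulated with carbachol for 30 min, then lysed in IP-One detection reagents. Higher IP1 lowers the TR-FRET signal.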
* hit, by the source's call; u = inconclusive; x = no result given; [ ] = another dose, or the depositor's remark. Unless noted, calls come from the whole dose curve; as a rule, active = well fitted curve in the direction sought with a large enough effect; inconclusive = small, poorly fitted or top-dose-only effect, or another doubt; inactive = no such curve, though single readings can be large; an effect the other way counts as inactive or inconclusive. Unless noted, % is set by controls: 0 for no effect and ±100 for the full control effect. This is a subset; the hit share may differ from the screen's.

SMILES	ALOX12 inhib	ALOX15B inhib	PNC inhibitor	IMPase inh
Cc1ccnc(SCCn2c(N3CCN(c4ccccc4)CC3)nc3c2c(=O)[nH]c(=O)n3C)n1	-1.6%	5.8%	u	13.1
CCn1c(C(=O)NCCCN2CCc3ccccc3C2)cc2sccc21	-7.9%	11.1%[11.4 µM]	u	11.3[1.84 µM]
CCc1nc2ccccc2n1CC(C)C(=O)O (stereo not drawn)	-2.6%	x	-100.0*	5.1
CCOc1ccc2nc(NCCNC(=O)CC)c(C#N)cc2c1	-5.3%	-12.7%	21.7	-7.1
Cc1cc(=O)oc(C)c1C(=O)NCc1ccco1	0.1%	2.2%	37.6	1.3
NC(=O)CCN1CCN(CCOC2Cc3cc(Cl)ccc3Sc3ccccc32)CC1 (stereo not drawn)	-1.1%	x	-6.9	x
COc1ccc(Cn2c(=O)[nH]c3cc(C(=O)Nc4ccc(N5CCN(C)CC5)cc4)ccc32)cc1	1.7%	x	u	-2.3
Cc1ccc(S(=O)(=O)Cn2nnnc2C(C(C)C)N2CCN(c3nc4ccccc4s3)CC2)cc1 (stereo not drawn)	1.9%	x	19.0	-2.5
C/C(=N/NC(=O)c1cccs1)c1ccc(NC(=O)COc2ccc(Cl)cc2)cc1	-2.1%	10.4%	49.2	-5.5
Cc1ccccc1C(C(=O)NCc1ccccc1)N(Cc1ccco1)C(=O)c1ccccn1 (stereo not drawn)	u	1.6%	33.8	4.6
COc1ccc(CCNC(=O)CSc2nn(-c3ccccc3)c(=S)s2)cc1OC	-4.2%	x	-17.0	-6.3
Cc1cc(Br)c(S(=O)(=O)NCCN2CCOCC2)cc1C	-7.2%	0.7%	29.2	2.4
CCNC(=O)C1CCCN1S(=O)(=O)c1ccc(C)cc1 (stereo not drawn)	-1.4%	x	120.6	-8.3
CCOP(=O)(c1ccccc1)C1(O)CCCCC1 (stereo not drawn)	4.6%	-0.9%	-2.3	-3.0
COc1ccc(N(CC(=O)NC2CCCCC2)C(=O)CNC(=O)c2ccco2)c(OC)c1	-0.3%	x	22.2	-3.5
Cc1ccc(NC(=S)NCc2ccc3c(c2)OCO3)c(C)c1	-28.3%	u	12.4	2.1
COC(=O)c1sccc1NC(=O)CSc1ccccc1NS(=O)(=O)c1ccc(Br)cc1	2.1%	-7.0%	-24.1	9.6
COc1ccc(C)cc1S(=O)(=O)N(CC(=O)O)c1ccccc1	-1.4%	7.1%	15.9	21.9
Cc1nc2ccccc2nc(C)c1=NOCc1ccc(C#N)cc1	-3.4%	x	u	6.0
O=C(Cc1cccs1)Nc1nc2c(s1)CCCC2	-3.3%	u	-113.2*	0.0
CNC(=O)c1cccnc1Nc1cccc(C(F)(F)F)c1	-4.1%	x	1.9	x
O=C(Nc1ccccc1)N1CC[C@@]2(CCCN(C(=O)c3csnn3)C2)C1	-1.7%	-0.6%	x	x
OCc1nn2c(c1Br)NC(c1ccccc1)CC2C(F)(F)F (stereo not drawn)	-1.9%	-4.9%	59.7	-20.2
CCn1c(SCC(=O)NCc2ccc(C)cc2)nnc1-c1ccncc1	4.6%	-5.3%	u	0.0
CC(=O)Nc1ccc(NC(=O)Oc2ccccc2)cc1	-1.2%	-4.7%	-11.9	-1.3
CC(C)(C)OC(=O)N1CCC(C(=O)N[C@H](Cc2ccccc2)C(=O)O)CC1	9.6%	4.1%	3.3	-2.6
CCCc1ccc(-c2ccc(F)c(N)c2)nc1	0.8%	4.0%	-4.8	-3.2
CC1CCC(C(=O)NC(C(=O)N2CCC(N3CCCCC3)CC2)C(C)C)CC1 (stereo not drawn)	2.4%	0.0%	u	0.9
CC1CCCCN1CCNc1nc(=S)[nH]c2ccccc12 (stereo not drawn)	-3.0%	-4.4%	-27.7	6.4
CCN1CCc2c(C#N)c(NCc3ccccc3)nc(N(CC)CC)c2C1	-15.3%	16.0%	-3.7	9.9
CCOc1ccc2nc(SCC(=O)N3CCCc4ccccc43)sc2c1	-2.1%	-27.6%	u	10.6
CC(O)[C@H](NC(=O)C1(c2ccccc2)CCN(C(=O)OC(C)(C)C)CC1)C(=O)O (stereo partly drawn)	-1.8%	-3.2%	u	4.9
COc1ccccc1/C=N/NC(=O)c1[nH]c(C)c(C(=O)N/N=C/c2ccccc2OC)c1C	0.5%	x	u	x
CC(C)N1C(=S)SC(C)(C)C1n1oc(=O)n(-c2ccc(Cl)c(Cl)c2)c1=O (stereo not drawn)	-0.3%	x	30.0	13.9
COc1ccccc1CNS(=O)(=O)c1ccc2[nH]cc(C(=O)O)c(=O)c2c1	-18.7%	-2.4%	44.9	5.4
COC(=O)C(NC(=O)Nc1ccccc1OC)C(C)C (stereo not drawn)	12.4%	1.8%	70.2	1.9
Oc1c(C=Nc2cccnc2)sc2ccccc12	-6.8%	-1.9%	u	38.3[activator]
Fc1ccc(NC(=S)Nc2cccc(Cl)c2)cc1	-7.8%	x	51.3	0.1
COC1C=CC23c4cc5c(cc4CN(CC2O)C3C1)OCO5 (stereo not drawn)	-6.0%	6.8%	x	x
CC(=O)Nc1ccc(S(=O)(=O)Nc2nc3ccc(C)cc3s2)cc1	-8.5%	0.9%	u	3.0
N#CC(C#N)=NNc1ccc(S(=O)(=O)N2CCCCC2)cc1	-1.2%	x	u	x
COCc1[nH]nc2c1C(c1ccccc1OC)C(C#N)=C(N)O2 (stereo not drawn)	-3.1%	-10.1%	u	9.6
CCOC(=O)N1CCN(c2ncnc3c2oc2nc(C)c4c(c23)CC(C)(C)OC4)CC1	-1.2%	3.3%	31.0	-8.7
O=C(c1cccc2c1-c1ccccc1/C2=N/O)N1CCCCC1	0.6%	-10.1%	-14.1	2.9
COC(=O)c1sc2nc(SCc3cccc(F)c3)n(N)c(=O)c2c1C	0.1%	x	u	x
Cc1cc(C)nc(N2CCCC(C(=O)Nc3nc4ccc(S(C)(=O)=O)cc4s3)C2)n1 (stereo not drawn)	-3.1%	4.8%	21.8	9.4
O=S(=O)(NC1CCCCC1)c1ccc(Br)cc1	-8.7%	-6.9%	9.1	1.6
C=CCN(CC=C)C(=S)NC(=O)c1ccc(-c2ccccc2)cc1	u	-9.7%	u	7.1
ClC(=Nc1cccc2ccccc12)N(c1ccccc1)c1ccccc1	-2.3%[11.4 µM]	-11.1%[11.4 µM]	x	x
CCOC(=O)c1c(CN(C)C)n(-c2ccc(C)cc2)c2cc(Br)c(O)cc12	-2.0%	x	27.6	x
c1ccc(Cn2ccnc2-c2ccco2)cc1	-2.0%	1.9%	-14.3	4.4
CC(C)C(=O)NC(C)C(c1cccs1)N1CCN(c2ccccc2)CC1 (stereo not drawn)	0.3%	x	-18.8	-2.6
CCOC(=O)c1c(NC(=O)Cn2cc([N+](=O)[O-])cn2)sc2c1CCC2	-2.7%	4.4%	-17.0	4.7
CC(=O)Nc1cccc(NC(=O)Nc2ccc(C(C)=O)cc2)c1	-8.6%	-2.3%	-27.3	-8.8
Cc1nnc2n(C3CCCCC3)c(=O)c3c4c(sc3n12)CCC4	-2.0%	-4.3%	u	-4.6
CC(C)(C)C(=O)Nc1cc(NC(=O)C(C)(C)C)cc(C(=O)Nc2cc(C(=O)O)cc(C(=O)O)c2)c1	-2.6%	x	-27.4	x
COc1ccc(C2=NNC(c3cccs3)=Nc3ccc(OC)cc32)cc1	-7.2%	x	u	7.1
COC(=O)C1=C(N)Oc2cc(C)n(CC3CCCO3)c(=O)c2C1c1ccccc1OC (stereo not drawn)	-1.9%	-5.6%	-17.7	6.3
Cc1ccc(S(=O)(=O)NCCC(=O)O)cc1	3.3%	-0.3%	8.7	-5.6
CCOc1ccc(C(C)=O)cc1N1C(=O)C2C3C=CC(C3)C2C1=O (stereo not drawn)	0.8%	8.4%	u	8.4

19 entries from above, set out differently.
Compound | ALOX12 inhib | ALOX15B inhib | PNC inhibitor | IMPase inh
COC1C=CC23c4cc5c(cc4CN(CC2O)C3C1)OCO5 (stereo not drawn) | -6.0% | 6.8% | x | x
CC(=O)Nc1ccc(S(=O)(=O)Nc2nc3ccc(C)cc3s2)cc1 | -8.5% | 0.9% | u | 3.0
N#CC(C#N)=NNc1ccc(S(=O)(=O)N2CCCCC2)cc1 | -1.2% | x | u | x
COCc1[nH]nc2c1C(c1ccccc1OC)C(C#N)=C(N)O2 (stereo not drawn) | -3.1% | -10.1% | u | 9.6
CCOC(=O)N1CCN(c2ncnc3c2oc2nc(C)c4c(c23)CC(C)(C)OC4)CC1 | -1.2% | 3.3% | 31.0 | -8.7
O=C(c1cccc2c1-c1ccccc1/C2=N/O)N1CCCCC1 | 0.6% | -10.1% | -14.1 | 2.9
COC(=O)c1sc2nc(SCc3cccc(F)c3)n(N)c(=O)c2c1C | 0.1% | x | u | x
Cc1cc(C)nc(N2CCCC(C(=O)Nc3nc4ccc(S(C)(=O)=O)cc4s3)C2)n1 (stereo not drawn) | -3.1% | 4.8% | 21.8 | 9.4
O=S(=O)(NC1CCCCC1)c1ccc(Br)cc1 | -8.7% | -6.9% | 9.1 | 1.6
C=CCN(CC=C)C(=S)NC(=O)c1ccc(-c2ccccc2)cc1 | u | -9.7% | u | 7.1
ClC(=Nc1cccc2ccccc12)N(c1ccccc1)c1ccccc1 | -2.3%[11.4 µM] | -11.1%[11.4 µM] | x | x
CCOC(=O)c1c(CN(C)C)n(-c2ccc(C)cc2)c2cc(Br)c(O)cc12 | -2.0% | x | 27.6 | x
c1ccc(Cn2ccnc2-c2ccco2)cc1 | -2.0% | 1.9% | -14.3 | 4.4
CC(C)C(=O)NC(C)C(c1cccs1)N1CCN(c2ccccc2)CC1 (stereo not drawn) | 0.3% | x | -18.8 | -2.6
CCOC(=O)c1c(NC(=O)Cn2cc([N+](=O)[O-])cn2)sc2c1CCC2 | -2.7% | 4.4% | -17.0 | 4.7
CC(=O)Nc1cccc(NC(=O)Nc2ccc(C(C)=O)cc2)c1 | -8.6% | -2.3% | -27.3 | -8.8
Cc1nnc2n(C3CCCCC3)c(=O)c3c4c(sc3n12)CCC4 | -2.0% | -4.3% | u | -4.6
CC(C)(C)C(=O)Nc1cc(NC(=O)C(C)(C)C)cc(C(=O)Nc2cc(C(=O)O)cc(C(=O)O)c2)c1 | -2.6% | x | -27.4 | x
COc1ccc(C2=NNC(c3cccs3)=Nc3ccc(OC)cc32)cc1 | -7.2% | x | u | 7.1

Later entries.
SMILES	ALOX12 inhib	ALOX15B inhib	PNC inhibitor	IMPase inh
CN(c1ccccc1C(=O)N1CCOCC1)S(C)(=O)=O	-3.0%	6.2%	12.9	2.1
COc1ccccc1OCC(=O)N/N=C1/SCC(=O)N1Cc1ccccc1	4.2%	-2.0%	-12.5	3.3
O=CN1CCN(C2CC(=O)N(c3ccc(Br)cc3)C2=O)CC1 (stereo not drawn)	-2.8%	12.1%	-86.4*	-6.9
N=C(N)SCCSC(=N)N	-4.1%[11.4 µM]	4.5%[11.4 µM]	x	x
COC(=O)c1ccccc1Sc1c(/C=N/OC(=O)c2ccccc2)c(C(F)(F)F)nn1C	0.3%	3.4%	-18.7	7.9
O=C(O)Cc1ccc2[nH]c3ccc(CC(=O)O)cc3c2c1	4.2%	-5.3%	-1.8	9.7
C#CCN(C)Cc1ccccc1	3.2%	1.4%[25.6 µM]	44.0	-5.2[20.6 µM]
O=C(CN1CCN(Cc2ccccc2Cl)CC1)N/N=C/C=C/c1ccccc1[N+](=O)[O-]	5.3%	x	13.2	2.2
COc1ccc(NC(=O)CCCn2c(=O)c3sccc3n(Cc3ccccc3C)c2=O)cc1	-1.0%	x	-5.6	x
Cc1ccccc1C(=O)N1CCCN(C(=O)c2ccccc2C)CC1	-1.4%	9.5%	-11.4	0.5
CCOC(=O)Cc1csc(NC(=O)COc2ccc3ccccc3c2)n1	-12.9%	30.1%[activator]	-26.6	-0.4
C/C(=N/NC(=O)c1cnccn1)c1cccs1	-6.0%	x	44.8	x
